FBW7 activator: human FBW7 E3 ligase activation, primary screen | AID 1259310 | normalized activity (activation), % at 26.1 µM | Q969H0 | AlphaScreen FBW7–phospho-cyclin E peptide binding, activator screen | actives 0.13% (n = 650,000); in the data active means normalized activity above about 1.9%;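 further: purified mutant Fbw7 with reduced substrate affinity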
Target sequence (Q969H0 whole entry, looked up): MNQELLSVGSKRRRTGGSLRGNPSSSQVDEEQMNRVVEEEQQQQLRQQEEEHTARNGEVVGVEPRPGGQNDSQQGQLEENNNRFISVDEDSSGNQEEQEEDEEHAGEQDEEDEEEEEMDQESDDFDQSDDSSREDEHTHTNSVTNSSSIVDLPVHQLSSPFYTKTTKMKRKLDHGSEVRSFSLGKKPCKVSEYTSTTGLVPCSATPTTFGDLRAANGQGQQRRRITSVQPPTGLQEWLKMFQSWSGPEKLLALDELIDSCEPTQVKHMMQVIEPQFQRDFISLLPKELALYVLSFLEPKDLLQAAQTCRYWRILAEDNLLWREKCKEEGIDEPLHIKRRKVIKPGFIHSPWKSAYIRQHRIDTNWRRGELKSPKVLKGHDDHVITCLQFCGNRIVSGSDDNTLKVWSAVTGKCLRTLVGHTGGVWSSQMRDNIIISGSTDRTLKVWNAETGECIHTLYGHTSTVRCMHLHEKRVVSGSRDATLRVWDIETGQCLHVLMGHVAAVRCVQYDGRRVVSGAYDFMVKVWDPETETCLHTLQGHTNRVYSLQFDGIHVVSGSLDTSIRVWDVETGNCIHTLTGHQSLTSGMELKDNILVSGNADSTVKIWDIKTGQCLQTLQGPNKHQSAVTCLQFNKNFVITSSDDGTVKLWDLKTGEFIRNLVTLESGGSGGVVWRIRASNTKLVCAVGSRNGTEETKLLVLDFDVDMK
GPR151 ag: activators of human GPR151; activation, % at 11.2 µM; PathHunter beta-arrestin GPR151 cells, luminescence; Q8TDV0; actives 1% (n = 650,000); in the data active means activation above about 4.9%;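 further: 0% = median of compound wells and 100% = cells with positive control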
MITF primary: human MITF inhibition, primary screen. O75030. AlphaScreen MITF homodimerization, bead proximity signal. inhibition, % at 2.6 µM. actives 0.91% (n = 650,000). AID 1259374; in the data active means inhibition above about 50%;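 further: 0% = vehicle wells with protein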
TEAD-YAP block: TEAD-YAP interaction inhibition; HEK-TIYL cells, TEAD-Gal4/YAP UAS-luciferase luminescence; inhibition, % at 9.12 µM; actives 1.4% (n = 640,000); AID 1259422; in the data active means inhibition above about 32%;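 further: 0% = median of test compound wells and 100% = reference inhibitor wells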
* hit, by the source's call; i = inactive.

SMILES	GPR151 ag	TEAD-YAP block	MITF primary	FBW7 activator
CC(=O)Nc1ccc(S(=O)(=O)Nc2nc3ccccc3nc2N2CCOCC2)cc1	2.5	1	-20	-0.1
Cc1cc(C)c(C(=O)N2CCOCC2)c(Cl)n1	-1.2	5	14	-0.1
CCC[C@@H]1NC(=O)[C@H]2CN(Cc3cnn(-c4cccc(Cl)c4)c3)CCN2C1=O	-1.8	-4	-7	-0.2
CCC(CO)NC(=O)c1cc2sc3ccccc3c2s1 (stereo not drawn)	0.5	-53	2	-0.2
CC(=O)Nc1ccc(C(=O)OCc2ccc(I)cc2)cc1	-1.6	0	9	0.4
O=C(NC1CC(=O)N(c2ccc3c(c2)OCCO3)C1)C1CCCC1 (stereo not drawn)	-1.5	0	-8	0.1
COc1ccc(CN2CCCC(CO)C2)cc1Br (stereo not drawn)	-0.4	6	4	0.1
COC(=O)c1cc(S(=O)(=O)Nc2c(C)cccc2C)cn1C	-1.2	0	-2	0.0
O=C(CCCn1sc2ccccc2c1=O)NCCC1=CCCCC1	-0.2	-6	7	-0.3
CC1=NN2C(C1)c1ccccc1OC2c1ccc(Cl)cc1 (stereo not drawn)	0.6	-11	-29	-0.3
Cc1ccc(CN2CCC(C(=O)N3CCc4ccccc4C3)CC2)o1	1.5	-7	54*	-0.1
Cc1c2cnn(-c3ccccc3)c(=O)c2c(C)n1CCCC(=O)O	-0.1	2	11	-0.1
COc1cc(/C=C(\C#N)C(=O)Nc2ccccc2)ccc1OC(C)C	0.2	-9	1	-0.1
CC(C)(C)OC(=O)N/N=C\c1ccc[nH]1	1.5	-47	-17	0.0
CN(C)c1ccc(/C=N/n2c(COc3ccccc3)n[nH]c2=S)cc1	0.5	4	-4	0.1
CCCCNc1ccc(C(=O)O)cc1[N+](=O)[O-]	-0.5	5	7	-0.1
NC(=O)c1oc2ccccc2c1NC(=O)CCSc1ccc(F)cc1	-0.2	29	3	0.3
Cc1c(NC(=O)c2ccc(C(C)C)cc2)c(=O)n(-c2ccccc2)n1C	-0.3	0	18	0.1
Cc1c(C(=O)CSc2ccc(Br)cc2)sc2ncnn12	1.2	-12	-8	0.6
O=C(CNC(=O)c1ccc([N+](=O)[O-])cc1)Nc1cccc(C(F)(F)F)c1	-0.1	8	20	0.0
O=C(O)CN1C(=O)c2cccc3c(Cl)cc(Br)c1c23	0.0	1	2	-0.1
FC(F)Oc1ccc(Nc2nccc(-c3cncc(N4CCOCC4)c3)n2)cc1	2.0	19	-2	0.2
CCOc1ccccc1/C=C1\N=C(c2ccc(OC)cc2)OC1=O	-0.4	-1	8	0.0
CCN(CC)S(=O)(=O)c1ccc(C(=O)Nc2nnc(-c3ccc(Cl)cc3Cl)s2)cc1	2.0	-6	16	0.2
CCOC(=O)C1=C(C)N=c2s/c(=C\c3ccc(-c4cc(C)c(C)c([N+](=O)[O-])c4)o3)c(=O)n2C1c1cc(OC)ccc1OC (stereo not drawn)	-1.3	3	11	-0.1
O=C(c1cc2cc(Br)ccc2oc1=O)N(Cc1ccccc1)Cc1ccccc1	-0.3	-3	-13	-0.1
Cc1ccc(S(=O)(=O)N2CCCC2CNC(=O)Nc2ccc(Cl)cc2)cc1 (stereo not drawn)	6.0*	4	-6	0.0
CC1CCCC(C)N1CC#CC(C)(C)O (stereo not drawn)	-0.5	5	9	0.0
O=C(NCCOc1ccc(Cl)cc1)c1cccs1	-1.5	-4	1	0.0
O=C(N/N=C/c1cccs1)c1cccc(N2CCCC2=O)c1	0.2	-8	22	0.1
CC1=NN(C(=O)c2ccc(C)c([N+](=O)[O-])c2)C(O)(C(F)(F)F)C1 (stereo not drawn)	-0.7	-1	24	0.1
CCN1C(=O)/C(=C\c2cc3c(cc2Cl)OCO3)SC1=S	-0.3	0	4	-0.1
COc1ccc2c(=O)c(Oc3ccccc3)coc2c1	0.8	-9	10	-0.1
Cc1ccc(-c2cnn3c(NCc4cccs4)ccnc23)cc1	0.0	-67	11	0.0
CC(=O)Nc1ccc(/C=N/Nc2nnc3c(n2)[nH]c2ccccc23)cc1	1.4	-7	4	-0.2
CCc1c(C)sc(NC(=O)c2cc(-c3ccc4c(c3)OCO4)on2)c1C#N	-1.4	-7	5	0.6
C=CCSc1nnc2c(n1)OC(c1ccc(OCCC)cc1)Nc1ccccc1-2 (stereo not drawn)	-2.1	-50	-4	-0.1
COc1ccccc1C(=O)NNC(=O)Cc1ccc(-c2ccccc2)cc1	0.2	-11	-4	-0.1
CCC(Sc1nc2ncccc2[nH]1)C(=O)Nc1ccccc1OC (stereo not drawn)	-1.6	-13	-5	-0.1
Cc1cccc(OCC(=O)Nc2ccc(NC(=O)c3ccco3)c(C)c2)c1	-0.6	4	-1	0.6
COc1ccc(-c2cc(C(=O)Nc3sc4c(c3C(N)=O)CCCCC4)c3ccccc3n2)cc1	-0.7	-11	1	0.2
O=C1CC(Cc2ccc(Cl)cc2)C(=O)N1c1ccc(-c2ccccc2)cc1 (stereo not drawn)	-0.9	2	2	0.0
CNS(=O)(=O)c1cn(CC(=O)NC2CCCC2)cc1S(=O)(=O)NC	1.0	2	4	-0.1
COc1ccc(-c2cc(C(=O)NCCN(C(C)C)C(C)C)ccn2)cc1	-1.1	2	3	0.0
O=C(CSCc1ccc(F)cc1)NC1CCCCCC1	-0.8	-16	4	0.3
CN1CCN(/N=C/c2cc(Br)cc(Br)c2O)CC1	-1.4	-1	0	-0.1
COc1cccc(CNC(=O)CCNS(=O)(=O)c2cccs2)c1	0.0	4	-2	0.0
COc1ccc(C2C(C(C)=O)=C(C)N=c3s/c(=C\c4cccnc4)c(=O)n32)c(OC)c1 (stereo not drawn)	7.1*	-1	10	0.2
COc1cc(C(=O)Nc2ccc(Cl)cn2)cc(OC)c1OC	0.2	4	1	0.0
O=C(Nc1ccc2[nH]ncc2c1)C1CCN(C(=O)C(O)c2ccc(F)cc2)C1 (stereo not drawn)	-0.2	2	17	0.3
COc1ccc([N+](=O)[O-])cc1/C=C1/NC(=O)N(Cc2ccc(Br)cc2)C1=O	2.2	-19	-3	0.1
O=C(CSCc1ccccc1)N1CCCc2ccccc21	0.5	-6	-6	-0.6
Cc1cc2nc(C3CCCN3C(=O)c3cccnc3)[nH]c2cc1C (stereo not drawn)	-0.4	-2	-4	1.8
CCOC(=O)N1CCC(N2Cc3ccc(Cl)cc3OC(CC)C2)CC1 (stereo not drawn)	0.5	3	-17	0.1
Cc1ccc(NC(=O)/C(=C/c2cccc([N+](=O)[O-])c2)NC(=O)C2CCCCC2)c(Br)c1	2.3	0	8	-0.1
COc1cc(CN2CCN(CCc3ccccc3)C(CCO)C2)cc(OC)c1 (stereo not drawn)	1.7	-2	1	0.1
CCCC(C)NC(=O)Cc1ccccc1 (stereo not drawn)	-2.3	-1	-4	0.4
O=C1CCSc2c1cccc2C(=O)NCc1ccc(Cl)cc1	-0.8	7	7	-0.2
O=C(C1CCC(Cn2c(=O)[nH]c3ccsc3c2=O)CC1)N1CC=C(c2ccccc2)CC1 (stereo not drawn)	-0.4	8	8	0.1
COc1cc(CN2CCOc3ccc(CN4CCN(CCO)CC4)cc3C2)ccc1F	0.5	-4	9	0.1

Further compounds follow:
SMILES	GPR151 ag	TEAD-YAP block	MITF primary	FBW7 activator
CCc1ccc(NC(=O)CSc2nc3ccccc3c(=O)n2CCCC(=O)N2CCN(c3ccccc3)CC2)cc1	1.1	17	-10	0.0
O=C(C1CC(Cc2ccc(F)cc2)=NO1)N1CCC(C(O)c2cccs2)CC1 (stereo not drawn)	-1.2	-2	10	0.1
CCOC(=O)C1CCCN(S(=O)(=O)c2cc(C(=O)OC)n(C)c2)C1 (stereo not drawn)	1.0	25	-8	0.0
COc1cccc2cc3c(=O)n(-c4ccccc4)nc-3oc12	10*	13	7	0.1
COc1cc(/C=C2\SC(=S)N(C(CC(=O)O)C(=O)O)C2=O)cc(OC)c1OC (stereo not drawn)	-1.7	2	10	0.2
CCCC(O)(CCN(C)C)c1ccc(OC)cc1 (stereo not drawn)	-0.7	-1	12	-0.1
Clc1ccc(C2Oc3ccccc3C3CC(c4ccccc4)=NN32)cc1 (stereo not drawn)	-0.6	-25	-12	0.1
Cc1ccccc1CSCCNC(=O)CN(c1ccc2c(c1)OCO2)S(C)(=O)=O	0.0	7	i	0.1
CC(=O)Nc1cccc(-c2cnc3c(NCc4ccc5c(c4)OCO5)nccn23)c1	0.4	-5	19	0.5
CCCCOC(=O)c1ccc(NC(=O)COc2cc(Cl)ccc2Cl)cc1	0.5	3	13	-0.1
C=CCNCCOc1cc(C)ccc1C(C)(C)C	-0.7	-13	42	1.0
O=C(O)c1cc(NC(=O)c2ccccc2Cl)cc(C(=O)O)c1	1.2	-4	9	-0.3

Grouped by structure: the entries above containing fluorine
SMILES	GPR151 ag	TEAD-YAP block	MITF primary	FBW7 activator
NC(=O)c1oc2ccccc2c1NC(=O)CCSc1ccc(F)cc1	-0.2	29	3	0.3
O=C(CNC(=O)c1ccc([N+](=O)[O-])cc1)Nc1cccc(C(F)(F)F)c1	-0.1	8	20	0.0
FC(F)Oc1ccc(Nc2nccc(-c3cncc(N4CCOCC4)c3)n2)cc1	2.0	19	-2	0.2
CC1=NN(C(=O)c2ccc(C)c([N+](=O)[O-])c2)C(O)(C(F)(F)F)C1 (stereo not drawn)	-0.7	-1	24	0.1
O=C(CSCc1ccc(F)cc1)NC1CCCCCC1	-0.8	-16	4	0.3
O=C(Nc1ccc2[nH]ncc2c1)C1CCN(C(=O)C(O)c2ccc(F)cc2)C1 (stereo not drawn)	-0.2	2	17	0.3
COc1cc(CN2CCOc3ccc(CN4CCN(CCO)CC4)cc3C2)ccc1F	0.5	-4	9	0.1
O=C(C1CC(Cc2ccc(F)cc2)=NO1)N1CCC(C(O)c2cccs2)CC1 (stereo not drawn)	-1.2	-2	10	0.1

(cont.)
SMILES	GPR151 ag	TEAD-YAP block	MITF primary	FBW7 activator
O=C(Cc1cccs1)N/N=C/c1ccc(Br)s1	-1.4	-24	-2	0.1
Cc1nc2c(C(=O)NCCN3CCOCC3)c[nH]n2c(=O)c1Cc1ccc(F)cc1	1.4	-5	1	0.1
CCOC(=O)C1CCN(C(=O)CN(c2cccc([N+](=O)[O-])c2)S(C)(=O)=O)CC1	0.8	3	17	0.1
C=CCn1c(SC(C)C#N)nnc1-c1ccc(Br)cc1 (stereo not drawn)	-1.2	8	7	0.0
COc1ccc2[nH]c3c(c2c1)CCn1c-3nc2sc(C)c(C)c2c1=O	0.0	-47	-15	-0.2
COc1cc(C2CC(C(F)(F)F)n3ncc(C(=O)Nc4cccc(Cl)c4C)c3N2)cc(OC)c1OC (stereo not drawn)	-0.5	-9	6	0.1
CC1=C(C(=O)OC2CCCCC2)C(c2ccc(O)cc2)C2=C(CCCC2=O)N1 (stereo not drawn)	-0.6	-9	1	1.1
Cc1ccc(NC(=O)c2ccc(Nc3cc(C)nc4ncnn34)cc2)cc1	-1.1	11	1	0.0
Cc1ccsc1CN1CCN2C(=O)CN(C)C(=O)[C@H]2C1	0.2	8	-2	-0.1
COCCNC(=O)c1ccc(-c2ccccc2C)nc1N(C)C(C)=O	-1.3	-2	14	0.2
CCc1cc(=O)oc2c(CN(C)C)c(O)c(Cl)cc12	-1.7	-3	-1	-0.1
O=C(CN1CCN(CC(=O)Nc2ccccc2F)CC1)Nc1ccc(F)cc1	-2.2	18	28	0.3

2 entries drawn at random from the list so far, as already listed:
SMILES	GPR151 ag	TEAD-YAP block	MITF primary	FBW7 activator
COc1ccc2[nH]c3c(c2c1)CCn1c-3nc2sc(C)c(C)c2c1=O	0.0	-47	-15	-0.2
Cc1ccc(NC(=O)c2ccc(Nc3cc(C)nc4ncnn34)cc2)cc1	-1.1	11	1	0.0

The list goes on:
SMILES	GPR151 ag	TEAD-YAP block	MITF primary	FBW7 activator
CCC(Sc1nnc(N)s1)C(=O)Nc1nc(-c2ccccc2)cs1 (stereo not drawn)	0.0	2	11	0.2
CCOC(=O)C(C)n1cnc2sc(C)c(-c3ccc(C)c(C)c3)c2c1=O (stereo not drawn)	0.0	-9	11	0.0
CC(Oc1ccccc1)c1nc(-c2cccnc2)no1 (stereo not drawn)	1.4	-14	-17	0.0
CC(=O)N1Cc2ccccc2CC1C(=O)NC(c1ccccc1)c1ccccc1 (stereo not drawn)	0.5	5	3	-0.1
COc1cc(/C=C2\SC(=O)N(C)C2=O)cc(I)c1OCC(=O)O	1.2	6	5	-0.1
O=C(CCN1C(=O)/C(=C/C=C/c2ccccc2)SC1=S)Nc1ccccn1	1.0	12	27	1.1
O=C(NC(Cc1ccccc1)C(=O)O)/C(=C/c1ccccc1)NC(=O)c1cccc(Br)c1 (stereo not drawn)	-1.6	-8	17	0.9
CCCCC1CN(CC(=O)NCCc2nc(-c3ccncc3)n[nH]2)Cc2ccccc2O1 (stereo not drawn)	0.1	-11	-2	0.2
CCOc1ccc(/C=C2/SC(=Nc3ccccc3)NC2=O)cc1OC	-1.3	0	19	-0.1
COc1ccc2cc(-c3[nH]ncc3CN3CCC(N4CCSCC4)CC3)ccc2c1	-1.0	-15	-10	-0.1
NNC(=O)c1cc(-c2cccs2)nc2nc(N3CCOCC3)sc12	1.0	-2	-1	-0.1
CCOc1ccc(CCNc2nc3ccccc3c3nc(-c4cccnc4)nn23)cc1	-0.3	-2	-7	-0.2

Screening data (PubChem)
